# CCHF vOTU inh – CCHFV vOTU protease inhibitors, primary screen, biochemical, Pep-AMC substrate, fluorescence; Crimean-Congo hemorrhagic fever virus L polyprotein viral ovarian tumor (vOTU) protease …; inhibition, % at 11.5 µM; 0.55% of 370,000 active; AID 651958, 2012; further: 0% = vehicle wells with enzyme and 100% = no enzyme wells
# Rv3671c protease – Rv3671c serine protease inhibitors, primary screen, biochemical, fluorescence polarization, M. tuberculosis H37Rv; 0.048% of 320,000 active; P9WHR9; AID 2606, 2010; inhibition, % at 5.96 µM; in the data active means inhibition above about 38%;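 further: extracellular domain of Rv3671c used as enzyme; 0% = enzyme with DMSO and 100% = no enzyme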
# Target sequence (P9WHR9 whole entry, looked up, the tested form may be a part): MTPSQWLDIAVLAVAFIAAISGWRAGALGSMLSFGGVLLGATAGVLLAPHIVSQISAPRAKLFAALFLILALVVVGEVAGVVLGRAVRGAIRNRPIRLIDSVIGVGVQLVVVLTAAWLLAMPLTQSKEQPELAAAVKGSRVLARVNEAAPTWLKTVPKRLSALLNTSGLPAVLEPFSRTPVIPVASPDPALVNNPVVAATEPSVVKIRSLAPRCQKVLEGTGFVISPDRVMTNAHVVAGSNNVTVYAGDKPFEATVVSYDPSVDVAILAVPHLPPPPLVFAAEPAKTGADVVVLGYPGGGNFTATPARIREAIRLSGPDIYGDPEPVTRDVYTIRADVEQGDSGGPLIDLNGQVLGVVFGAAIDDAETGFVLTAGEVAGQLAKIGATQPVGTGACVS
# VHR inh abs – VHR1 phosphatase inhibitors, primary screen, biochemical, absorbance, uHTS; Dual specificity protein phosphatase 3 (Homo sapiens), P51452; recombinant VHR phosphatase, pNPP absorbance; inhibition, % at 13.3 µM; 0.52% of 290,000 active; AID 1654, 2009; in the data active means inhibition above about 50%; further: some compounds called inactive have numbers as strong as hits
# Target sequence (P51452 whole entry, looked up): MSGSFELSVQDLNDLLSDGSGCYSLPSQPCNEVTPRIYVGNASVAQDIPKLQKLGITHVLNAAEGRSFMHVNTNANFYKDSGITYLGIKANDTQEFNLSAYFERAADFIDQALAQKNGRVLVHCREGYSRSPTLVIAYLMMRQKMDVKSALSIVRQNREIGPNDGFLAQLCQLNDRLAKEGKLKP
# FBA Mtb inh – Mtb FBA enzyme inhibitors, primary screen, biochemical, fluorescence, strain H37Rv | Fructose-bisphosphate aldolase (Mycobacterium tuberculosis (strain ATCC 25618 / H37Rv)), … | purified M. tuberculosis FBA, fluorescence read-out | inhibition, % at 1 µM | 2.3% of 360,000 active; in the data active means inhibition above about 27%;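 further: 0% = vehicle and 100% = reference inhibitor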
# Target sequence (P9WQA3 whole entry, looked up): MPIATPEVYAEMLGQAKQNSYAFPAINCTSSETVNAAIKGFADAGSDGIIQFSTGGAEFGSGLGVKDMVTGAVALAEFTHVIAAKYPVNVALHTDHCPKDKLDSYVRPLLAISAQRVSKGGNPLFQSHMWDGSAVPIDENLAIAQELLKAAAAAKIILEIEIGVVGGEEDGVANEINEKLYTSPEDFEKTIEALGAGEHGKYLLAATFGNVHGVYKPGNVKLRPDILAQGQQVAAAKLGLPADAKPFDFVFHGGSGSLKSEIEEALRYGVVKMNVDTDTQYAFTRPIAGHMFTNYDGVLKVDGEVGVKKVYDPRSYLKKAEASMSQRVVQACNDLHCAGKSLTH
# UGM FP inh – M. tuberculosis UGM enzyme inhibitors, primary screen, biochemical, fluorescence polarization, single point | UDP-galactopyranose mutase (Mycobacterium tuberculosis (strain ATCC 25618 / H37Rv)), … | purified UGM, fluorescence polarization probe displacement | inhibition, % at 10 µM | 0.06% of 320,000 active; in the data active means inhibition above about 10%, passing the limit was not always enough; inconclusive means no clear call, values can overlap the other calls
# MazEF act – activators of E. coli MazEF toxin-antitoxin RNase, primary screen, biochemical, fluorescence, uHTS | Endoribonuclease toxin MazF (Escherichia coli (strain K12)), P0AE70 | FAM/BHQ RNA-DNA oligo cleavage fluorescence, 5 h | activation, % at 20 µM | 0.32% of 350,000 active; in the data active means activation above about 50%
# Target sequence (P0AE70 whole entry, looked up): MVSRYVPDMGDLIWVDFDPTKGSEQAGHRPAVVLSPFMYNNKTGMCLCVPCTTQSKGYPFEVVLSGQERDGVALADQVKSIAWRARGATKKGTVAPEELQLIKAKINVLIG
# Mtb BioA inh – M. tuberculosis BioA enzyme inhibitors, primary screen, biochemical, plate reader, single point, HTS; 0.096% of 360,000 active; purified M. tuberculosis BioA enzyme; inhibition, % at 9.99 µM; in the data active means inhibition above about 40%; inconclusive means no clear call, values can overlap the other calls
# GDH-TPI inh – GDH-TPI coupling enzyme inhibitors, primary screen, artefact control for M. tuberculosis FBA inhibitor project, biochemical, absorbance, full deck. GDH-TPI coupled enzyme counterscreen, NADH absorbance. inhibition, % at 4.8 µM. 1.2% of 360,000 active. AID 588335, 2011;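 further: 0% = DMSO wells and 100% = wells lacking the enzyme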
# BoNT-F LC inh – BoNT/F light chain protease inhibitors, primary screen, biochemical, flow cytometry, MLPCN library. Botulinum neurotoxin type F light chain protease (Clostridium botulinum). Multiplex microsphere protease cleavage assay. inhibition, % at 10 µM. 0.22% of 360,000 active; in the data active means inhibition above about 35%, passing the limit was not always enough; inconclusive means no clear call, values can overlap the other calls; further: plate controls were buffer without enzyme for full effect and enzyme alone for no effect
# FadD28 FP inh – inhibitors of FadD28 bisubstrate probe binding, primary screen, biochemical, fluorescence polarization, single point; Mycobacterium tuberculosis FadD28 fatty-acid-AMP ligase; inhibition, % at 12.5 µM; 0.22% of 360,000 active; in the data active means inhibition above about 8.5%, passing the limit was not always enough; inconclusive means no clear call, values can overlap the other calls
# * = called active by the depositor; ? = inconclusive; . = not tested or not shown. Unless noted, no stated cut-off is given here; in the data, active means inhibition above about 30%; inactive means the rest.
SMILES,CCHF vOTU inh,Rv3671c protease,VHR inh abs,FBA Mtb inh,UGM FP inh,MazEF act,Mtb BioA inh,GDH-TPI inh,BoNT-F LC inh,FadD28 FP inh
CCOc1ccccc1Oc1c(C)oc2cc(OC(=O)N3CCOCC3)ccc2c1=O,3,5,21,-1,-2.0,11,3.1,-1,-3,-2.6
CC1(C)CC(=O)c2cnc(N3CCc4ccccc4C3)nc2C1,-8,2,17,1,1.7,9,-0.3,-2,3,-0.5
Cc1cn2c(nc1=O)OC1CC2OC1CO (stereo not drawn),-6,12,29,-1,-0.5,7,-1.7,3,-7,0.4
O=C(c1ccc(N2CCC3(CC2)OCCO3)c([N+](=O)[O-])c1)N1CCOCC1,0,4,-2,-1,1.9,7,-0.9,-7,-5,0.1
O=C(COc1ccccc1)Nc1nonc1NC(=O)COc1ccccc1,10,-1,16,1,-1.2,-12,2.1,-5,-7,-2.3
C[C@H](CO)N1C[C@H](C)[C@H](CN(C)Cc2cccc(O)c2)OCc2ccccc2-c2c(n(C)c3ccccc23)C1=O,9,.,.,-3,.,-1,0.1,-6,0,-4.2
Oc1ccc2ccccc2c1C=NCc1cn2ccsc2n1,3,-20,36,-5,-0.4,6,-2.2,16,-7,-1.6
CCC(C)N(C(=O)Cn1nc(C)c([N+](=O)[O-])c1C)C1CCS(=O)(=O)C1 (stereo not drawn),-1,-5,.,1,0.3,2,.,3,1,0.3
O=C(Nc1ccc(Br)cc1Br)C1CC(=O)N(Cc2ccccc2)C1 (stereo not drawn),1,-1,14,0,-1.6,-1,2.9,-1,-3,-0.5
O=C(c1ccc(F)cc1)N1CCN(c2ccccn2)CC1,5,1,-6,2,-0.3,1,0.3,27,-24,-0.6
Cc1ccc(NC2CCCN(C(=O)c3ccnc(Cl)c3)C2)cc1C (stereo not drawn),-3,-2,-9,1,3.1,-1,1.5,0,0,-1.4
COC(=O)[C@@H](NC(=O)NCc1ccccc1F)C(C)C,3,-1,-6,1,-0.2,-1,0.2,3,-1,1.4
COC(=O)C1=C(c2ccc(OC(F)(F)F)cc2)C[C@@H]2CC[C@H]1N2C(=O)NCC1CC1,21,-2,.,2,-0.2,1,-0.3,11,-5,0.1
OC(COCc1ccccc1)CN1CCCC1 (stereo not drawn),13,4,10,-1,0.0,4,-1.8,3,5,-5.2
CC1CCC(NC(=O)CN(C)S(=O)(=O)c2cccc3cccnc23)CC1 (stereo not drawn),-5,-3,18,0,2.0,3,.,4,5,-1.3
CCOC(=O)C1CCN(C2CCN(C(=O)c3oc4c(F)cccc4c3C)CC2)CC1,-24,-14,-23,0,-1.0,-5,-0.1,1,2,-0.4
Cc1ccc(C(=O)NC(C)c2ccc(-n3ccnc3)cc2)o1 (stereo not drawn),-6,1,.,0,2.5,1,.,2,-3,-1.8
CCC(=O)NC(c1ccc(OC)c(OC)c1)c1cc(Cl)c2cccnc2c1O (stereo not drawn),-1,.,8,3,.,-5,.,6,4,-1.3
CCC(C)c1ccc(OCc2ccc(C(=O)OC)o2)cc1 (stereo not drawn),13,4,-37,-1,-0.1,-13,.,4,?,-2.4
CC(=O)Nc1ccc(S(=O)(=O)Nc2cccc(NC(=O)C(C)(C)C)c2)cc1,0,-1,2,1,2.8,0,.,2,20,0.5

# Another view of part of the listing above.
mol	CCHF vOTU inh	Rv3671c protease	VHR inh abs	FBA Mtb inh	UGM FP inh	MazEF act	Mtb BioA inh	GDH-TPI inh	BoNT-F LC inh	FadD28 FP inh
O=C(c1ccc(F)cc1)N1CCN(c2ccccn2)CC1	5	1	-6	2	-0.3	1	0.3	27	-24	-0.6
Cc1ccc(NC2CCCN(C(=O)c3ccnc(Cl)c3)C2)cc1C (stereo not drawn)	-3	-2	-9	1	3.1	-1	1.5	0	0	-1.4
COC(=O)[C@@H](NC(=O)NCc1ccccc1F)C(C)C	3	-1	-6	1	-0.2	-1	0.2	3	-1	1.4
COC(=O)C1=C(c2ccc(OC(F)(F)F)cc2)C[C@@H]2CC[C@H]1N2C(=O)NCC1CC1	21	-2	.	2	-0.2	1	-0.3	11	-5	0.1
OC(COCc1ccccc1)CN1CCCC1 (stereo not drawn)	13	4	10	-1	0.0	4	-1.8	3	5	-5.2
CC1CCC(NC(=O)CN(C)S(=O)(=O)c2cccc3cccnc23)CC1 (stereo not drawn)	-5	-3	18	0	2.0	3	.	4	5	-1.3
CCOC(=O)C1CCN(C2CCN(C(=O)c3oc4c(F)cccc4c3C)CC2)CC1	-24	-14	-23	0	-1.0	-5	-0.1	1	2	-0.4
Cc1ccc(C(=O)NC(C)c2ccc(-n3ccnc3)cc2)o1 (stereo not drawn)	-6	1	.	0	2.5	1	.	2	-3	-1.8
CCC(=O)NC(c1ccc(OC)c(OC)c1)c1cc(Cl)c2cccnc2c1O (stereo not drawn)	-1	.	8	3	.	-5	.	6	4	-1.3
CCC(C)c1ccc(OCc2ccc(C(=O)OC)o2)cc1 (stereo not drawn)	13	4	-37	-1	-0.1	-13	.	4	?	-2.4
CC(=O)Nc1ccc(S(=O)(=O)Nc2cccc(NC(=O)C(C)(C)C)c2)cc1	0	-1	2	1	2.8	0	.	2	20	0.5

# (further entries)
SMILES,CCHF vOTU inh,Rv3671c protease,VHR inh abs,FBA Mtb inh,UGM FP inh,MazEF act,Mtb BioA inh,GDH-TPI inh,BoNT-F LC inh,FadD28 FP inh
CN(CC(=O)Nc1ccc(Cl)cc1)C(=O)CCc1nc2sc3c(c2c(=O)[nH]1)CCCC3,0,-6,.,3,-1.7,-5,-1.1,7,.,-0.2
CC1(Cc2ccccc2Cl)C(=O)Nc2ccc(OC(F)(F)F)cc21 (stereo not drawn),25,.,.,4,.,.,5.6,5,1,-1.0
COc1ccc(N2C(=NC(=O)C3CCCCC3)SC3CS(=O)(=O)CC32)c(OC)c1 (stereo not drawn),3,-6,39,3,1.1,2,-0.7,9,1,-1.6
O=C(CN1CCN(c2cccc(C(F)(F)F)c2)CC1)N(C1CC1)C1CCS(=O)(=O)C1 (stereo not drawn),-6,9,.,4,0.2,2,1.2,13,-1,-1.0
O=C(O)COc1ccc(NC(=O)c2ccc(NC(=O)c3ccco3)cc2)cc1,12,-3,17,-5,0.5,9,0.3,-5,-5,-3.1
CCCC(=O)N(CCN1CCOCC1)c1nc2c(OC)ccc(C)c2s1,-2,-10,18,-4,0.7,10,0.3,-2,-2,-3.5
COc1cc(N)n(S(=O)(=O)c2ccc(C)cc2)n1,3,0,3,1,2.0,6,1.4,-5,0,-1.1
Cc1cc(NC(=O)c2ccc(C#N)cc2)n(-c2ccccn2)n1,6,-7,32,2,-3.2,-17,.,4,-3,-3.9
COc1ccc(NC(=O)COC(C)=O)cc1OC,-10,0,9,-1,4.7,-15,.,-1,-3,0.5
COc1ccc(N2CCN(S(=O)(=O)CCNC(=O)C3CCCCC3)CC2)cc1,-6,1,14,-2,-1.0,7,-1.6,-3,1,-0.5
CS(=O)(=O)c1ccc(NC(=O)CCN2C(=O)C3CC=CCC3C2=O)cc1 (stereo not drawn),3,-5,.,1,0.6,-3,-0.1,4,.,0.2
COc1ccc(F)cc1S(=O)(=O)Nc1ccc(C)cc1,23,4,-14,11,-2.5,-2,2.3,9,-31,0.5
Oc1cccnc1CCc1ccccc1,-14,2,39,5,0.4,7,.,-5,-3,1.6
Cc1cccc(NC(=O)COc2ccc(-c3nn(C)c(=O)c4ccccc34)cc2)c1,0,-8,-15,-1,1.3,-2,1.0,1,-10,-1.5
CCOC(=O)Nc1cccc(NC(=O)c2cc(OC)cc(OC)c2)c1,-4,-5,4,1,-0.6,-7,-0.1,10,-11,-12
Cc1ccccc1NC(=O)c1sc(NC(=O)C2CC2)nc1C,-7,-2,5,-4,-0.7,4,-0.5,3,?,-3.7
CC(C)NC1(C(N)=O)CCN(Cc2ccccc2)CC1,-20,.,.,-1,.,3,-1.2,3,-5,-0.6
Cc1cc2ncc(-c3ccc(Cl)cc3)c(N)n2n1,3,-5,28,-1,1.7,9,3.8,6,-8,-1.0
COc1ccc(-c2coc3c(C)c4oc(=O)c(CC(=O)O)c(C)c4cc23)cc1,-7,.,-29,5,.,-10,0.4,-4,0,.
CC(C)(C)Cc1nnc(NC(=O)c2cc(-c3ccccc3)nc3ccccc23)s1,7,-4,-6,2,-0.4,2,0.0,20,-14,-5.9

# Record cards, from the list above.
# Cc1cc2ncc(-c3ccc(Cl)cc3)c(N)n2n1 as listed: CCHF vOTU inh = 3; Rv3671c protease = -5; VHR inh abs = 28; FBA Mtb inh = -1; UGM FP inh = 1.7; MazEF act = 9; Mtb BioA inh = 3.8; GDH-TPI inh = 6; BoNT-F LC inh = -8; FadD28 FP inh = -1.0
# CCOC(=O)Nc1cccc(NC(=O)c2cc(OC)cc(OC)c2)c1 as listed: CCHF vOTU inh = -4; Rv3671c protease = -5; VHR inh abs = 4; FBA Mtb inh = 1; UGM FP inh = -0.6; MazEF act = -7; Mtb BioA inh = -0.1; GDH-TPI inh = 10; BoNT-F LC inh = -11; FadD28 FP inh = -12

# Further compounds follow:
SMILES,CCHF vOTU inh,Rv3671c protease,VHR inh abs,FBA Mtb inh,UGM FP inh,MazEF act,Mtb BioA inh,GDH-TPI inh,BoNT-F LC inh,FadD28 FP inh
CCNc1nc(NCC)nc(OCCOC(C)=O)n1,5,1,-8,-6,0.6,-10,0.3,3,-1,-2.7
COc1ccc(-c2cc(C(=O)NCCc3ccc(S(N)(=O)=O)cc3)c3ccccc3n2)cc1,-79,-28,40,67*,1.5,0,.,13,-8,-4.5
Cc1cccc(NC(=S)NC(C)C(c2cccs2)N2CCN(C)CC2)c1C (stereo not drawn),1,-3,-15,-5,-1.7,0,-3.6,-6,3,-4.6
CCOC(=O)c1c(C)[nH]c(C)c1S(=O)(=O)N(C)CC(=O)Nc1ccccc1,-12,-3,11,-3,-1.3,2,0.4,-12,4,-4.3
O=C1CCNc2c(Cl)cc(Cl)cc21,-20,1,-9,4,-0.3,7,0.2,3,12,-0.8
CCS(=O)(=O)Nc1cccc(C2=NN(S(=O)(=O)c3ccccc3)C(c3cccs3)C2)c1 (stereo not drawn),-18,-9,22,-2,0.5,7,2.1,2,-4,-8.0
CCC(C(=O)OCC(=O)Nc1ccc2[nH]c(=O)[nH]c2c1)c1ccccc1 (stereo not drawn),-8,10,.,-3,0.5,-20,-0.8,-14,1,-3.8
O=C(Cc1cccs1)N1CCC(c2nc3c(nnn3Cc3ccc(F)cc3)c(=O)[nH]2)CC1,-6,1,-7,0,5.0,7,11,1,-32,-4.0
C/C(=N/NC(=O)CNC(=O)c1ccc2c(c1)OCO2)c1ccc2c(c1)CCCC2,-5,6,16,5,-0.5,5,.,8,7,-1.4
Cc1cc(Cl)c2oc(C(=O)N(C)CCCN3CCOCC3)c(C)c2c1,-9,-8,10,3,-1.1,-7,0.5,8,-2,-2.1
Cc1ccn2c(CNCCCn3cccn3)c(C(=O)N3CCCCCC3)nc2c1,5,0,8,5,0.0,0,.,-2,-3,-0.2
CC(C)(C)c1cc(C(=O)NNc2cc(C(F)(F)F)ccc2Cl)n(Cc2ccccc2)n1,9,-34,9,0,2.7,8,.,3,-2,-1.4
Cc1csc(=Nc2c(C)n(C)n(-c3ccccc3)c2=O)n1-c1ccccc1,8,2,16,-4,-2.1,7,.,-5,-1,-3.5
COc1ccc(CCn2c(=N)c(C(=O)N3CCN(C)CC3)cc3c(=O)n4ccccc4nc32)cc1,-1,-3,-9,10,-1.1,7,-1.8,15,-4,-3.0
CCOC(=O)CCn1nc(-c2ccccc2)cc1N,9,1,27,-3,-2.7,-11,0.8,10,3,-2.3

# Screens from PubChem.
